Screening data deposited in PubChem by NMMLSC.
Myeloid diff 2: induction of myeloid progenitor differentiation, primary screen, cell-based, flow cytometry, MLPCN library | ER-HoxA9 myeloid progenitors, lysozyme-GFP differentiation | calls only at 10 µM | 360,000 tested, 1% active | AID 624256, 2012;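 active means normalized GFP-positive differentiation at or above the plate's own cutoff, the solvent-only control mean plus 3 SD; inconclusive means no clear call, values can overlap the other calls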;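 further: cells exposed to compound for four days before flow analysis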
Myeloid diff 2 GFP+ MAC1+ %: second read-out of Myeloid diff 2, no call of its own (marks repeat the call); GFP+ MAC1+ double positive, %; measured here: differentiation confirmed by MAC1 staining
Numbers without * were called inactive; i = inactive; ? = inconclusive; · = not tested or not shown; + = active, no number.

Below each compound: Myeloid diff 2, Myeloid diff 2 GFP+ MAC1+ %
COC(=O)C[C@@H]1C=C[C@@H](NC(=O)Nc2cccc(F)c2)[C@@H](CO)O1
 : i, 2.3
Cc1cccc(C(O)c2ncc(-c3ccc(F)cc3)[nH]2)c1C (centres undefined)
 : i, 0.5
Cc1cc(C)cc(Cn2cc(CN3CC(N4CCCC4)CS3(=O)=O)nn2)c1 (centres undefined)
 : i, 1.1
COc1ccc(C=C2SC(=S)NC2=O)cc1
 : i, 0.7
CNc1cncc(-c2c(OC)cccc2OC)n1
 : i, 0.6
CC(C)(C)c1ccc(C(=O)N2CCC2(C)C(=O)Nc2ccc3[nH]ncc3c2)cc1 (centres undefined)
 : i, 1.3
CCCCC[C@@H]1CCCCC[C@@H](O)C[C@@H](O)[C@@H](O)/C=C/C(=O)O1
 : i, 0.8
Nc1cc(C(=O)N2CCN(c3ccccc3Cl)CC2)ccc1N1CC2CC(C1)c1cccc(=O)n1C2 (centres undefined)
 : i, 1.0
COc1cc(OC)nc(Nc2nc(C(N)CCc3ccccc3)cs2)n1 (centres undefined)
 : i, 2.2
COCCNC(=O)C1(C)CCCN(Cc2csc3ccccc23)C1 (centres undefined)
 : i, 1.6

Whole records, quoted from the list.
`Cc1cc(C)cc(Cn2cc(CN3CC(N4CCCC4)CS3(=O)=O)nn2)c1` (centres undefined) is listed with Myeloid diff 2 = i; Myeloid diff 2 GFP+ MAC1+ % = 1.1
`CC(C)(C)c1ccc(C(=O)N2CCC2(C)C(=O)Nc2ccc3[nH]ncc3c2)cc1` (centres undefined) is listed with Myeloid diff 2 = i; Myeloid diff 2 GFP+ MAC1+ % = 1.3

(continued)
Below each compound: Myeloid diff 2, Myeloid diff 2 GFP+ MAC1+ %
CCC1(c2ccc(OC)cc2)NC(=O)N(CC(=O)N2CCc3ccccc32)C1=O (centres undefined)
 : i, 0.3
O=C1c2ccccc2C(c2nnnn2C2CCCCC2)N1CCc1ccc(O)cc1 (centres undefined)
 : i, 1.0
C[C@@H]1CN([C@@H](C)CO)C(=O)c2cc(-c3ccncc3)cnc2O[C@H]1CN(C)C(=O)c1cccc(F)c1
 : i, 0.3
O=C1c2ccccc2[C@@H]2CC(O)C(O)CCN12 (some centres undefined)
 : i, 0.7
CC(C)(C)c1ccc(S(=O)(=O)NC(=O)C2(C)CCN2C(=O)C2(c3ccccc3)CC2)cc1 (centres undefined)
 : i, 1.8
CN1OC[C@@H]2CN(C(=O)CCc3ccccc3)[C@H](c3ccccc3Br)C[C@@H]21
 : i, 0.7
Cc1ccccc1NC(=O)C(C)Sc1nnc(CN2CCCC2)n1Cc1ccccc1 (centres undefined)
 : i, 0.2
COc1ccc(C(=O)c2[nH]c(N)c(C(=O)NCCc3c[nH]c4ccccc34)c2-c2ccc(Cl)c(F)c2)cc1
 : i, 0.9
CC(C(=O)NC1CCCC1)n1c(C2CC2)nc2ccccc21 (centres undefined)
 : i, 2.2
CCc1nc2ccc(C(=O)NCCc3c[nH]c4ccccc34)cn2c1N(C=O)CCC(C)C
 : i, 1.1
O=S(=O)(NC1CCCC1)c1ccc(F)cc1F
 : i, 2.1
Cc1ccnc(NS(=O)(=O)c2ccc(NC(=O)c3cccc(Cl)c3)cc2)n1
 : i, 0.5
CCN(C(=O)CSc1nc2ccc(O)cc2c(=O)n1-c1ccc(OC)c(OC)c1)C1CCS(=O)(=O)C1 (centres undefined)
 : i, 0.2
COc1ccc(-c2cccc(-c3cc(=O)oc4cc5c(cc34)OCO5)c2)cc1
 : i, 2.1
COc1ccc(C(C)(NC(C)=O)c2nc(-c3cc(F)cc(F)c3)cs2)cc1 (centres undefined)
 : i, 1.3
O=C(O)C(c1ccccc1)C(O)c1ccc2c(c1)OCO2 (centres undefined)
 : i, 0.7
COc1cccc(C(C)(O)c2nc(-c3ccc(S(C)(=O)=O)cc3)cs2)c1 (centres undefined)
 : i, 0.7
O=C(NN=Cc1ccc2c(c1)OCO2)c1ccncc1
 : i, 0.8
Cc1ccc(S(=O)(=O)NC(=O)C2(C)CCN2C(=O)c2ccccc2)nc1 (centres undefined)
 : i, 0.7
Cc1ccc(S(=O)(=O)N2CCCN(C(=O)c3ccc(-n4nccc4C)cc3)CC2)cc1
 : i, 1.1
CC(C)[C@@H](CO)NC(=O)[C@H]1O[C@@H](n2cnc3c(N)ncnc32)[C@H](O)[C@@H]1O
 : i, 0.8
COc1ccccc1N1CC(C(=O)OCC(=O)Nc2cc(C)on2)CC1=O (centres undefined)
 : i, 0.4
O=C1[C@H]2[C@@H](c3ccc(C(F)(F)F)cc3)N[C@]3(CCCN(CC4CCCCC4)C3=O)[C@H]2C(=O)N1Cc1ccccc1
 : i, 0.8
C[C@]12c3[nH]c4ccc(Cl)cc4c3CCN1C(=O)[C@@H](CC(=O)NCCN1CCOCC1)C[C@@H]2C(=O)N1CCOCC1
 : i, 0.2
Cc1ccc2nc(SCC(=O)Nc3ccc4[nH]c(=O)[nH]c4c3)[nH]c2c1
 : i, 1.1
O=C(NCCc1cccc(F)c1)C1CC(O)CN1C(=O)Nc1ccccc1 (centres undefined)
 : i, 1.3
O=C(COC(=O)c1cc(S(=O)(=O)N2CCOCC2)ccc1F)Nc1ccccc1C(F)(F)F
 : i, 0.7
CCCCCCCCNCCS(=O)(=O)NCCCCCCCC
 : i, 0.1
Cc1cccc(S(=O)(=O)NC(=O)C2(C)CCN2C(=O)Cc2ccc(-c3ccccc3)cc2)c1 (centres undefined)
 : i, 1.0
O=c1c2c3nc4ccccc4nc3n(CCN3CCOCC3)c2ncn1CCN1CCOCC1
 : i, 0.5
O=C1CC2(CCN1)CCN(Cc1ccccc1)CC2
 : i, 0.4
Cc1c(C(=O)c2ccc3c(c2)OCO3)ccc2c1OCO2
 : i, 0.9
O=C(Nc1cc(S(=O)(=O)N2CCOCC2)ccc1N1CCCC1)c1ccccc1F
 : i, 2.3
O=S(=O)(Nc1ccc(NS(=O)(=O)c2ccccc2)c2ccccc12)c1ccccc1
 : i, 1.4
COc1ccc(-c2ccc3nccn3c2)cc1
 : i, 0.8
CCc1ccc(C#CC2=CC(=O)CC(C)(C)C2)cc1
 : i, 0.5
O=S1(=O)N[C@@H](Cc2ccccc2)COc2cccc(N3CCC[C@H]3CO)c21
 : i, 0.8
Nc1nc2cc(Cl)ccc2cc1C(=O)NCCCc1ccccc1
 : i, 0.8
CCN(CC)S(=O)(=O)c1cc(NC(=O)c2ccccc2OCc2c(C)noc2C)ccc1C
 : i, 0.6
Cc1cccc(NC(=S)N2CCC(C(=O)c3ccc(F)cc3)CC2)c1
 : i, 0.7
COCCCNC(=O)C[C@H]1C[C@H](C(=O)N2CCOCC2)[C@@]2(C)c3[nH]c4ccc(Cl)cc4c3CCN2C1=O
 : i, 0.5
CN1C(=O)[C@H]2[C@@H](c3ccc(C(F)(F)F)cc3)N[C@]3(CCCN(Cc4ccc(Br)cc4)C3=O)[C@H]2C1=O
 : i, 1.3
CC1(C)Oc2c(ccc(O)c2CN2CCOCC2)C2=C1CCCC2
 : i, 1.2
CC(=O)CCC(=O)CNC(=O)CC[C@H]1O[C@@H](n2ccc(=O)[nH]c2=O)[C@H](O)[C@@H]1O
 : i, 1.0
CC1(C(=O)NS(=O)(=O)c2ccccc2)CCN1C(=O)Cc1cc(F)ccc1F (centres undefined)
 : i, 0.7
COc1cc(C2CC(=O)Oc3ccc(C(C)(C)C)cc32)cc(OC)c1OC (centres undefined)
 : i, 1.5
N#Cc1ccc(OCC(=O)NCCCN2CCCC2=O)cc1
 : i, 0.4
C[C@@H]1CCCCO[C@H](CN(C)C(=O)CCC(F)(F)F)[C@@H](C)CN([C@H](C)CO)C(=O)c2cc(NC(=O)c3ccncc3)ccc2O1
 : i, 0.9
COc1ccc(OCCN2CCC(C(=O)NC(c3ccc(F)cc3)c3ncccc3C)CC2)cc1 (centres undefined)
 : i, 0.7
Cc1cc(C)c2c(CN3CCCCCCC3)cc(=O)oc2c1
 : i, 0.4

An excerpt of these results, as labelled records:
CN1C(=O)[C@H]2[C@@H](c3ccc(C(F)(F)F)cc3)N[C@]3(CCCN(Cc4ccc(Br)cc4)C3=O)[C@H]2C1=O
  Myeloid diff 2 = i; Myeloid diff 2 GFP+ MAC1+ % = 1.3
CC1(C)Oc2c(ccc(O)c2CN2CCOCC2)C2=C1CCCC2
  Myeloid diff 2 = i; Myeloid diff 2 GFP+ MAC1+ % = 1.2
CC(=O)CCC(=O)CNC(=O)CC[C@H]1O[C@@H](n2ccc(=O)[nH]c2=O)[C@H](O)[C@@H]1O
  Myeloid diff 2 = i; Myeloid diff 2 GFP+ MAC1+ % = 1.0
CC1(C(=O)NS(=O)(=O)c2ccccc2)CCN1C(=O)Cc1cc(F)ccc1F (centres undefined)
  Myeloid diff 2 = i; Myeloid diff 2 GFP+ MAC1+ % = 0.7

Later entries
Below each compound: Myeloid diff 2, Myeloid diff 2 GFP+ MAC1+ %
CC(=O)Nc1ccc(-c2ccnc3c2CC(C)(C(=O)Nc2cccc(C(F)(F)F)c2)O3)cc1 (centres undefined)
 : i, 0.2
CC(C)COC(=O)N1CCCCC1c1cc(C(=O)N2CCOCC2)no1 (centres undefined)
 : i, 1.1
COc1cccc(C(NC(C)=O)c2nc(-c3csc4ccccc34)cs2)c1 (centres undefined)
 : i, 0.2
COc1ccc(CCN2CC(C(=O)OCC(=O)NC(Cc3ccccc3)C(C)=O)CC2=O)cc1OC (centres undefined)
 : i, 0.8
Cc1noc(C)c1C(=O)N1CCC1(C)C(=O)NS(=O)(=O)c1ccccc1Cl (centres undefined)
 : i, 1.0
CCN(CC)CCC(=O)N1C/C(=C/c2ccccc2)C(=O)/C(=C\c2ccccc2)C1
 : ?, ·
CCCOc1ccc(F)cc1-c1cc(C(=O)NCc2cccs2)[nH]n1
 : i, 1.0
CCCS(=O)(=O)NC(=O)C1(C)CCCN(C(=O)c2ccccc2Br)C1 (centres undefined)
 : i, 0.9
COc1ccc(C(=O)N2CCN(c3ccccc3)CC2)cc1S(=O)(=O)NC1CC1
 : i, 0.4
CCOc1cc(/C=C/C(=O)OCC(=O)N(CC)C2CCS(=O)(=O)C2)cc(Cl)c1OC (centres undefined)
 : i, 0.5

(cont.)
SMILES	Myeloid diff 2	Myeloid diff 2 GFP+ MAC1+ %
Cc1ccc2c(=O)n3c(nc2c1)C(Cc1ccc(O)cc1)NC(=O)c1cc2ccccc2cc1-3 (centres undefined)	i	0.6
CC(=O)OC[C@@H]1CN(Cc2ccccc2)C[C@H](n2cnc3c(N(C)C(C)C)ncnc32)O1	i	0.9
CN(C)c1nn2c(-c3ccccc3)nnc2o1	i	0.0
CCN1C[C@@H]2[C@@H]3C(=O)N(C)C(=O)[C@@H]3[C@](CC)(C1=O)N2C(=O)c1ccccc1	i	1.3
CN(C)CCCNc1nc2cc(-c3ccc(C(=O)N4CCN(C)CC4)cc3)sc2c(=O)n1C	i	2.1
CC(=O)OCC1=C(C(=O)O)N2C(=O)[C@@H](NC(=O)Cc3ccccc3)[C@H]2SC1	i	3.4
O=C(C(=O)c1cc(Br)ccc1O)c1cc(Br)ccc1O	i	1.0
CC(=O)Nc1ccc(NC(=O)CCCN2C(=O)C(c3ccccc3)Oc3cccnc32)cc1 (centres undefined)	i	0.6
NC(CCc1ccccc1)c1csc(Nc2nccc(C(F)(F)F)n2)n1 (centres undefined)	i	1.1
O=c1[nH][nH]c2c1C(c1ccc(Cl)c(Cl)c1)OC(CCc1ccccc1)C2 (centres undefined)	i	0.9
CC(C)C1CCN(C(=O)C2CCC(=O)N(C3CCCCCC3)C2)CC1 (centres undefined)	i	0.8
C[C@@H]1CN([C@@H](C)CO)C(=O)CCCn2nncc2CO[C@@H]1CN(C)S(=O)(=O)c1ccc2c(c1)OCCCO2	i	0.6
NC(c1ccccc1)c1csc(Nc2ccc(C(F)(F)F)cn2)n1 (centres undefined)	i	1.2
O=C1Nc2ccccc2-n2nnnc2C1N1CCc2ccccc2C1 (centres undefined)	i	1.4
Cc1cc(Br)cn2c(Cc3ccsc3)c(-c3cccc(Br)c3)nc12	i	1.0
CC1=NN(c2ccccc2)C(=O)C1C(=S)SC1CC(=O)NC1=O (centres undefined)	i	0.3
COc1cccc(C(=O)NCC(=O)N2CCN(c3ccc(C(F)(F)F)cn3)CC2)c1	i	0.9
COC1=C(Nc2ccccc2)C(=O)C(OC)=C(Nc2ccccc2)C1=O	i	1.2
Cc1cccc(CC2(O)C(=O)Nc3ccccc32)n1 (centres undefined)	+	30*
CCOC(=O)C1=C(C)OC(=CC=Cc2ccccc2)C1=O	i	1.7
c1ccc(-c2ccc3nncn3c2)cc1	i	1.1
Cc1cc(C(=O)N2CCCC(C)(C(=O)NS(=O)(=O)C3CC3)C2)n(C(C)(C)C)n1 (centres undefined)	i	1.9
c1ccc2c(c1)-c1ccccc1C2N1CCOCC1	i	0.8
O=C(COC(=O)c1ccc(O)cc1)Nc1cc(S(=O)(=O)N2CCCCCC2)ccc1Cl	i	1.1
O=C1NC[C@H](CCCCN2C[C@H](Cc3ccc(O)cc3)N(Cc3ccccc3)C(=O)C2=O)N(Cc2ccccc2)C1=O	i	0.5
O=S(=O)(O)c1cc(Cl)cc(N=Nc2ccc(O)cc2O)c1O	i	3.8
CC(OC(=O)CCNS(=O)(=O)c1ccc(Cl)cc1)C(=O)N(C)Cc1ccccc1 (centres undefined)	i	0.3
CN1CC[C@@H]2C(=O)N3CCc4ccc(Br)cc4[C@@H]3C[C@@H]21	i	0.7
CC1(C(=O)Nc2cccc3ncccc23)CCN1C(=O)Cc1ccc(-c2ccccc2)cc1 (centres undefined)	i	0.3
CC(C)C[C@H]1COc2cccc(N3CCC[C@H]3CO)c2S(=O)(=O)N1	i	0.8
CCCNC(=O)C1(C)CCCN(C(=O)c2oc3ccccc3c2C)C1 (centres undefined)	i	0.3
CCCS(=O)(=O)Nc1ccc(N2CCCCC2)c(S(=O)(=O)Nc2ccccc2OC)c1	i	0.5

A portion of the library; rates above refer to the full screens.
